Compound activity: PubChem BioAssay, Broad Institute
RAD52 anneal inh: RAD52 DNA annealing inhibitors, primary screen, biochemical, FRET, single point, set 2. hit rate 0.46% among 360,000. inhibition, % at 18.7 µM. AID 651710, 2012. recombinant RAD52 DNA annealing, FRET fluorescence. DNA repair protein RAD52 homolog (Homo sapiens), P43351;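 active means every replicate showing at least 50% inhibition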
XiGFP reactiv: activators of inactive X chromosome reactivation, primary screen, imaging, XiGFP fibroblasts, GFP high-content imaging, set 2. XiGFP mouse fibroblasts, % GFP-positive cells imaging, 3 d; cells co-treated with 5-aza-dC sensitizer; scaled so ellipticine positive control = 100%. hit rate 0.055% among 360,000. activation, % at 7.58 µM. AID 743238, 2013;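 active means mean normalized replicate activation at least 10% and every replicate at or above 10%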;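 further: 0% = median of on-plate neutral control wells and 100% = ellipticine 6 µM median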
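Assay system – SV40-immortalized XiGFP fibroblast cells, line 68-5-11 · Buffer or medium – DMEM supplemented with 5-aza-dC as sensitizing agent · Dosing – one concentration, pinned · Benchmarks – positive control ellipticine, 6 µM final · Times – 3 days compound exposure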
ERp5 block: inhibitors of ERp5-driven insulin aggregation, primary screen, biochemical, turbidity, absorbance 650 nm, single point. Protein disulfide-isomerase A6 (Homo sapiens), Q15084. 90 min. inhibition, % at 9.99 µM. hit rate 0.05% among 350,000. AID 651711, 2012;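 active means mean replicate inhibition above about 25%, with every replicate also reaching it, limit read from the data, passing the limit was not always enough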
ERAP1 HTS inh: human ERAP1 aminopeptidase inhibitors, primary screen, biochemical, single point, plate reader. Endoplasmic reticulum aminopeptidase 1 (Homo sapiens), Q9NZ08. recombinant ERAP1, Leu-AMC fluorescence, 60 min. inhibition, % at 10.7 µM. hit rate 0.15% among 340,000. AID 652197, 2013;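 active means mean replicate inhibition of at least 30%, or all replicates individually reaching that 30% level; inactive means mean below 30% and not every replicate reaching it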;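 further: 0% = neutral control wells and 100% = L-leucinethiol positive control wells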
RAD54 branch: inhibitors of human RAD54 branch migration, primary screen, biochemical, fluorescence, single point. DNA repair and recombination protein RAD54-like (Homo sapiens), Q92698. inhibition, % at 10.4 µM. hit rate 0.14% among 360,000. AID 602329, 2012. RAD54 Holliday junction branch migration, FAM/BHQ fluorescence;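 active means mean normalized replicate activity at least 40 and at least half of replicates scoring 40 or more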;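 further: 0% = median of neutral control wells and 100% = median of positive control wells; inhibitors cause a drop in the FAM fluorescence signal; in these data hits start at about 50%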
E-sel inducer: E-selectin induction in HUVECs, primary screen, imaging, HUVEC, immunofluorescence imaging, single point; normalized: neutral wells 0, TNF-alpha wells 100; P16581; hit rate 0.37% among 260,000; activation, % at 7.58 µM;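 active means mean E-selectin-positive cell signal at least 10% of the positive control, reached in at least 60% of replicates, without over 20% cell loss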;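 further: in these data hits start at about 27%; measured in HUVEC primary endothelial cells; signal is the percent of cells scored E-selectin positive by PE staining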
Target sequence (P16581 whole entry, looked up): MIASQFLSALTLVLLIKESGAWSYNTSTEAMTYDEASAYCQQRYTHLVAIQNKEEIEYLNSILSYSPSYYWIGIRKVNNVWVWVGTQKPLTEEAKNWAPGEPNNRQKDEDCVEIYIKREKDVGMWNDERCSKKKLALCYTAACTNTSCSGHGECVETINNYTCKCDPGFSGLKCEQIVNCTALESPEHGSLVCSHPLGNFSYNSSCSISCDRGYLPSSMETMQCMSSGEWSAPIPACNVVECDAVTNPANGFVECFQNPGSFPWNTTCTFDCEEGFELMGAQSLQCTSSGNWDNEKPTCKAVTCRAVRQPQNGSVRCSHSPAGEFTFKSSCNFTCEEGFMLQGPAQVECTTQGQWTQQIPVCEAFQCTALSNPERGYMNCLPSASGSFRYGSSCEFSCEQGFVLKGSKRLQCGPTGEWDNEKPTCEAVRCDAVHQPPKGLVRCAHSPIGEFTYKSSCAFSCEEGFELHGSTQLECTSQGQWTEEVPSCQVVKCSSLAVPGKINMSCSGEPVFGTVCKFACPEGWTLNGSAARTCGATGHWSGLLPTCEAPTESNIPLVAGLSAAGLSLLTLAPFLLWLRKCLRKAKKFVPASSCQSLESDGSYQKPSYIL
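Test system: HUVEC | Signal: Immunofluorescence imaging | Read-out: Percent E-selectin-positive cells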
S100A4 MyoIIA: inhibitors of S100A4-myosin IIA peptide binding, primary screen, biochemical, fluorescence polarization, TAMRA-MyoIIA peptide | Protein S100-A4 (Homo sapiens), P26447 | inhibition, % at 10.7 µM | hit rate 0.14% among 360,000 | AID 652163, 2013;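 active means mean inhibition of at least 70% across replicates, with every replicate also reaching that level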
Target sequence (P26447 whole entry, looked up): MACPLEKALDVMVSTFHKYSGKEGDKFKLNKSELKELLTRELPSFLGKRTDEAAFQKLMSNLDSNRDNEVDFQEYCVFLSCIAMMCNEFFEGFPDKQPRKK
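Test system: S100A4 monomer protein. Medium: HEPES buffer with Ca2+, pH 7.2. Reagent: fluorescent myosin IIA peptide, 5 nM. Compound dosing: single-point compound testing. Timing: 5 min between mix addition and reading. Benchmarks: DMSO neutral and TFP positive wells.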
esBAF inh: Bmi1 luciferase reporter increase in mESCs, primary screen, esBAF inhibitor project, mouse ES cells, Bmi1 luciferase knock-in, single point; 24 h; 100% = twice the neutral-well signal; reporter increase, % at 12.5 µM; hit rate 2% among 350,000; in the data active means activation above about 40%;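 further: 0% = median of the plate's neutral control wells and 100% = double that signal; a rise in the Bmi1 reporter signal indicates esBAF inhibition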
* marks the source's active call; other numbers are inactive results; . = not tested or not shown.

Short keys – A = RAD52 anneal inh; B = XiGFP reactiv; C = ERp5 block; D = ERAP1 HTS inh; E = RAD54 branch; F = E-sel inducer; G = S100A4 MyoIIA; H = esBAF inh
1: CC1CCCCC1NC(=O)COC(=O)/C=C/c1ccco1 (stereo unspecified)
  A: -18.4	B: 0.2	C: 2.7	D: 2.3	E: 3.0	F: 0.1	G: -1.6	H: 0.3

2: O=C1CCCC2=C1Sc1ccccc1N2
  A: -56.6	B: -0.1	C: .	D: -3.8	E: -7.0	F: .	G: 3.1	H: .

3: c1cn(-c2ccc(-c3ccnc4ncnn34)cc2)cn1
  A: -5.4	B: 0.0	C: -0.6	D: 4.8	E: 7.8	F: .	G: 2.0	H: 2.6

4: CN1C(=O)c2cc(NC(=O)c3ccc(F)cc3)ccc2OC[C@H]2O[C@H](CC(=O)NC3CCC3)CC[C@@H]21
  A: 6.7	B: 0.5	C: -4.9	D: -1.5	E: 1.7	F: 0.0	G: 2.9	H: -4.7

5: COc1cccc(-c2cc3nc(-c4ccccc4)cc(N4CCN(C(=O)c5ccoc5)CC4)n3n2)c1
  A: -17.3	B: -0.2	C: -2.4	D: 6.9	E: -5.2	F: 0.0	G: 1.8	H: 13.1

6: COC(=O)COc1ccc2c(c1C)O/C(=C\c1ccco1)C2=O
  A: -62.1	B: -0.1	C: 0.8	D: 0.8	E: 9.7	F: -0.2	G: -7.6	H: -3.1

7: C[C@H]1CN([C@@H](C)CO)C(=O)c2cc(Br)cnc2O[C@H]1CN(C)C(=O)C1CCOCC1
  A: -0.9	B: -0.2	C: -4.7	D: 1.6	E: 6.1	F: 0.6	G: -6.7	H: 0.6

8: N#C[C@H]1[C@@H](c2ccc(C#CCC3CCCC3)cc2)[C@H](CO)N1C(=O)c1ccccn1
  A: -99.3	B: 0.2	C: 0.2	D: -3.9	E: -12.7	F: -0.1	G: 6.9	H: -0.5

9: CC1(C)CC(=O)C=C(NNC(=O)OC(C)(C)C)C1
  A: -19.9	B: 0.0	C: 4.5	D: 1.5	E: .	F: .	G: 0.4	H: -6.1

10: COc1ccccc1-c1cn(CC[C@H]2CC[C@@H](NC(=O)c3ccccc3F)[C@@H](CO)O2)nn1
  A: -3.1	B: -0.1	C: 0.1	D: -4.4	E: -10.4	F: 0.5	G: 7.6	H: 7.6

11: CCCCC(=O)NC(=S)Nc1cc(C(=O)O)ccc1OC
  A: -2.4	B: 0.0	C: 0.3	D: -22.5	E: 5.4	F: -4.5	G: -4.2	H: 5.4

12: COc1ccc(S(=O)(=O)N2CC[C@@H]3[C@H](CO)Nc4ccc(-c5ccccc5F)cc4[C@@H]32)cc1
  A: .	B: 0.3	C: .	D: .	E: 0.0	F: 0.3	G: .	H: -0.9

13: COCC#Cc1ccc2c(c1)O[C@H](CN(C)Cc1ccc3c(c1)OCO3)[C@H](C)CN([C@@H](C)CO)S2(=O)=O
  A: .	B: 0.3	C: -0.7	D: .	E: .	F: 0.1	G: .	H: -2.4

14: CC(CNS(=O)(=O)c1ccccc1)Sc1ncccn1 (stereo unspecified)
  A: 7.5	B: 0.0	C: -3.6	D: 0.3	E: 6.1	F: 0.3	G: -5.1	H: .

15: COCC(=O)N1[C@@H]2c3ccc(C4=CCCCC4)c(=O)n3C[C@@H]2[C@@H](CO)[C@@H]1C(=O)N1CCN(C)CC1
  A: -12.4	B: 0.1	C: -0.7	D: 1.0	E: 4.7	F: -0.2	G: 6.0	H: 1.7

3 structures from above, ordered by formula weight, rising.
Short keys – A = RAD52 anneal inh; B = XiGFP reactiv; C = ERp5 block; D = ERAP1 HTS inh; E = RAD54 branch; F = E-sel inducer; G = S100A4 MyoIIA; H = esBAF inh
12: COc1ccc(S(=O)(=O)N2CC[C@@H]3[C@H](CO)Nc4ccc(-c5ccccc5F)cc4[C@@H]32)cc1
  A: .	B: 0.3	C: .	D: .	E: 0.0	F: 0.3	G: .	H: -0.9

7: C[C@H]1CN([C@@H](C)CO)C(=O)c2cc(Br)cnc2O[C@H]1CN(C)C(=O)C1CCOCC1
  A: -0.9	B: -0.2	C: -4.7	D: 1.6	E: 6.1	F: 0.6	G: -6.7	H: 0.6

13: COCC#Cc1ccc2c(c1)O[C@H](CN(C)Cc1ccc3c(c1)OCO3)[C@H](C)CN([C@@H](C)CO)S2(=O)=O
  A: .	B: 0.3	C: -0.7	D: .	E: .	F: 0.1	G: .	H: -2.4

Next section
Short keys – A = RAD52 anneal inh; B = XiGFP reactiv; C = ERp5 block; D = ERAP1 HTS inh; E = RAD54 branch; F = E-sel inducer; G = S100A4 MyoIIA; H = esBAF inh
16: COc1ccc(CCNC(=O)c2ccc3ccccc3n2)cc1OC
  A: -13.9	B: 0.2	C: 0.2	D: 2.4	E: -4.7	F: .	G: -6.5	H: -5.4

17: Cn1c(O)c(C=Nc2ccc(N3CCOCC3)cc2)c(=O)n(C)c1=S
  A: -164.4	B: 0.2	C: -1.8	D: -4.3	E: .	F: .	G: 2.5	H: .

18: Nc1ccn([C@@H]2O[C@H](C(=O)N[C@H](Cc3ccccc3)C(=O)NCc3cccc4c3OCO4)[C@@H](O)[C@H]2O)c(=O)n1
  A: -0.9	B: 0.2	C: 1.3	D: 0.0	E: .	F: -0.3	G: 1.2	H: .

19: Cc1cccc(N2CCN(C(=S)NC3CCCCC3)CC2)c1C
  A: -0.2	B: .	C: 2.3	D: .	E: .	F: 0.0	G: -5.9	H: -1.4

20: C[C@H]1CN([C@@H](C)CO)S(=O)(=O)c2ccc(/C=C/c3ccccc3)cc2O[C@H]1CN(C)C(=O)Nc1cccc(F)c1
  A: -13.0	B: -1.3	C: -2.5	D: 5.1	E: 6.4	F: 0.0	G: 0.0	H: -8.0

21: C[C@H]1CN([C@@H](C)CO)S(=O)(=O)c2ccc(-c3ccncc3)cc2O[C@H]1CN(C)C(=O)c1ccc2c(c1)OCO2
  A: 14.4	B: 0.0	C: 0.1	D: -0.4	E: -5.8	F: 0.9	G: 9.9	H: 0.8

22: O=C(c1ccc(Cl)nc1)N1CCC(Cc2ccccc2)CC1
  A: -4.6	B: 0.1	C: 2.8	D: -2.7	E: 6.2	F: 6.0	G: -3.6	H: .

23: O=C(N/N=C/c1cc([N+](=O)[O-])ccc1O)c1cccc(NC(=O)c2cccc(Cl)c2)c1
  A: 1.7	B: 0.1	C: -2.9	D: -7.3	E: 16.6	F: 0.0	G: -8.3	H: -7.6

24: CCOC(=O)c1cccc(NC(=O)c2ccc(NC(=O)c3ccco3)cc2)c1
  A: -7.4	B: 0.0	C: 0.0	D: 1.3	E: 1.4	F: 3.1	G: 9.8	H: -2.9

25: CC(C)c1ccc(NC(=S)Nc2ccc3[nH]c(=O)[nH]c3c2)cc1
  A: 2.0	B: .	C: 2.6	D: .	E: 7.5	F: 6.2	G: 2.1	H: -0.6

26: Cc1cccc(N2C(=O)CSC23CCCCC3)c1
  A: -8.5	B: 0.1	C: 0.2	D: -1.6	E: .	F: -1.4	G: -2.6	H: .

27: Cc1ccc(S(=O)(=O)N2CCOC2CNC(=O)C(=O)NCC(C)C)cc1 (stereo unspecified)
  A: -4.6	B: 0.5	C: 3.1	D: -1.0	E: -1.8	F: -0.2	G: -6.0	H: -7.6

28: CCOC(=O)c1ncn2c1[C@@H]1CCNC1C(=O)c1cc(OC)ccc1-2 (stereo partly specified)
  A: -4.3	B: -0.1	C: 1.4	D: -2.7	E: 3.2	F: 0.5	G: -1.5	H: -11.5

29: O=C(COC(=O)/C=C/c1cccc([N+](=O)[O-])c1)Nc1ccc(Cl)cn1
  A: -29.9	B: 0.4	C: -8.0	D: -0.7	E: -2.6	F: 6.2	G: 13.6	H: 6.1

30: Cc1cccc(-c2nc3c(c(=O)c4ccccc4n3C)c(=O)n2-c2ccccc2)c1
  A: -6.0	B: 0.0	C: 4.2	D: 3.1	E: .	F: -0.3	G: 1.5	H: 0.5

31: C[C@H]1CN([C@@H](C)CO)C(=O)c2cc(NS(=O)(=O)c3ccc(Cl)cc3)ccc2O[C@@H]1CN(C)Cc1ccc(-c2ccccc2)cc1
  A: -2.9	B: 0.0	C: 3.0	D: 1.7	E: 2.0	F: -0.3	G: 0.5	H: -0.1

32: COCC(=O)Nc1ccc2c(c1)OC[C@H](C)N(C(=O)c1ccccc1F)C[C@@H](C)[C@@H](OC)CN(C)C2=O
  A: -3.2	B: -0.1	C: 2.5	D: 3.8	E: 0.4	F: 0.0	G: 8.4	H: -2.7

A different layout for some results above.
32	COCC(=O)Nc1ccc2c(c1)OC[C@H](C)N(C(=O)c1ccccc1F)C[C@@H](C)[C@@H](OC)CN(C)C2=O
- RAD52 anneal inh: -3.2
- XiGFP reactiv: -0.1
- ERp5 block: 2.5
- ERAP1 HTS inh: 3.8
- RAD54 branch: 0.4
- E-sel inducer: 0.0
- S100A4 MyoIIA: 8.4
- esBAF inh: -2.7

24	CCOC(=O)c1cccc(NC(=O)c2ccc(NC(=O)c3ccco3)cc2)c1
- RAD52 anneal inh: -7.4
- XiGFP reactiv: 0.0
- ERp5 block: 0.0
- ERAP1 HTS inh: 1.3
- RAD54 branch: 1.4
- E-sel inducer: 3.1
- S100A4 MyoIIA: 9.8
- esBAF inh: -2.9

18	Nc1ccn([C@@H]2O[C@H](C(=O)N[C@H](Cc3ccccc3)C(=O)NCc3cccc4c3OCO4)[C@@H](O)[C@H]2O)c(=O)n1
- RAD52 anneal inh: -0.9
- XiGFP reactiv: 0.2
- ERp5 block: 1.3
- ERAP1 HTS inh: 0.0
- RAD54 branch: .
- E-sel inducer: -0.3
- S100A4 MyoIIA: 1.2
- esBAF inh: .
